Source: PubChem BioAssay
GLP-1R agonist = activates the human GLP-1 receptor; P43220; HEK293 GLP-1R CRE-luciferase, luminescence, 4-6 h; cells express a hypersensitive GLP-1R form; actives 0.007% (n = 380,000); Potency, µM (top dose mostly 45.6 µM), inactives show top-dose activation, actives largely listed as activators; further: potency means the concentration at half of the fitted maximal effect; % of control where 0% means no effect
GLP1R cytotox = cytotoxicity in counter-screen for GLP-1R inverse agonists. Potency, µM (highest dose often 38.3 µM), inactives show at the highest dose activity change, negative = inhibition, most hits filed as inhibitors. AID 624418. HEK293 cAMP-luciferase reporter cells, luminescence, 24 h. actives 0.13% (n = 410,000);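 further: loss of luciferase light is scored as toxicity; potency means the concentration at half of the fitted maximal effect; on the % scale 0 is the no-effect control and ±100 the full control effect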
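Seeding density was 200 cells/uL; after overnight-length (12 h) culture, 23 nL compounds went on for 24 h at 37 °C. Readout used a luciferase detection reagent, luminescence taken after 12 min at room temperature.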
EPAC1 antag = blocks human EPAC1 exchange factor | O95398 | EPAC1 GEF assay, Rap1b-BODIPY-GDP exchange fluorescence | Potency, µM (series often up to 115 µM), inactives show at the highest dose activity change, negative = inhibition, usual class: inhibitors | actives 0.14% (n = 360,000);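 further: potency means the concentration at half of the fitted maximal effect; plate controls were vehicle for no effect and positive control for full effect; nearly all actives have a fitted effect of over 50% in size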
EPAC1 agonist = activates human EPAC1 exchange factor; EPAC1 agonist qHTS, biochemical assay; response scale: 100% = response to 6.5 mM cAMP; Potency, µM (doses to about 154 µM), for inactives: top-dose activation, actives largely listed as activators; AID 720707; O95398; actives 0.073% (n = 360,000); further: potency means the concentration at half of the fitted maximal effect; nearly all actives have a fitted effect of over 60% in size
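Fluorescent GDP-exchange assay: 100 nM EPAC1 with 250 nM Rap1B preloaded with BODIPY-GDP and 50 uM GDP; compounds tested as concentration series, 5 min at room temperature, then read every 5 min for 30 min (ex 480/em 540 nm); normalized to 6.5 mM cAMP.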
PI5P4Ka inh = PI5P4K alpha (human) kinase inhibition; P48426; PI5P4Kalpha enzyme, ADP-Glo luminescence, 60 min; hits give low values; max response, %; actives 1.2% (n = 330,000); AID 652105; active means max response of -50% or lower; inconclusive means between -30% and -50%; inactive means -30% or higher; further: value at the top dose of about 77 µM; on the % scale 0 is the no-effect control and ±100 the full control effect
Target sequence (P48426 whole entry, looked up): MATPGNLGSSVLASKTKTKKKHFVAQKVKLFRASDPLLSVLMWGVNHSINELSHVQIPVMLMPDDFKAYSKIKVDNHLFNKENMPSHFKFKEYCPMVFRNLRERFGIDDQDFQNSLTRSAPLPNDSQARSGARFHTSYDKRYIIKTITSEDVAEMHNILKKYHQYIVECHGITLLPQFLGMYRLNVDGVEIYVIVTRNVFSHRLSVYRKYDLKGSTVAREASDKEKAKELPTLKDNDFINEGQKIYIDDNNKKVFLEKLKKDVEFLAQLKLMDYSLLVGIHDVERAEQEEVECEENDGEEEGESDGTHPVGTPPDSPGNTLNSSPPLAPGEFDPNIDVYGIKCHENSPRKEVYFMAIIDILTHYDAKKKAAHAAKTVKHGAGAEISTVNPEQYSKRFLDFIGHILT
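Quantitative HTS of the MLSMR library against PI5P4Kalpha with substrate. ATP added last at 5 microM final; room temperature, 60 minutes. Remaining ATP depleted, ADP converted and read as luminescence.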
PLK1 PBD block = inhibitors of human PLK1 polo-box domain binding; Plk1 PBD binding of FITC phosphopeptide, fluorescence polarization; P53350; AID 720504; actives 2.8% (n = 360,000); Potency, µM, for inactives: max response, negative = inhibition, usual class: inhibitors; further: potency means the concentration at half of the fitted maximal effect; series mostly up to about 57 µM; on the % scale 0 is the no-effect control and ±100 the full control effect; nearly all actives have a fitted effect of over 65% in size
Target sequence (P53350 whole entry, looked up, the tested form may be a part): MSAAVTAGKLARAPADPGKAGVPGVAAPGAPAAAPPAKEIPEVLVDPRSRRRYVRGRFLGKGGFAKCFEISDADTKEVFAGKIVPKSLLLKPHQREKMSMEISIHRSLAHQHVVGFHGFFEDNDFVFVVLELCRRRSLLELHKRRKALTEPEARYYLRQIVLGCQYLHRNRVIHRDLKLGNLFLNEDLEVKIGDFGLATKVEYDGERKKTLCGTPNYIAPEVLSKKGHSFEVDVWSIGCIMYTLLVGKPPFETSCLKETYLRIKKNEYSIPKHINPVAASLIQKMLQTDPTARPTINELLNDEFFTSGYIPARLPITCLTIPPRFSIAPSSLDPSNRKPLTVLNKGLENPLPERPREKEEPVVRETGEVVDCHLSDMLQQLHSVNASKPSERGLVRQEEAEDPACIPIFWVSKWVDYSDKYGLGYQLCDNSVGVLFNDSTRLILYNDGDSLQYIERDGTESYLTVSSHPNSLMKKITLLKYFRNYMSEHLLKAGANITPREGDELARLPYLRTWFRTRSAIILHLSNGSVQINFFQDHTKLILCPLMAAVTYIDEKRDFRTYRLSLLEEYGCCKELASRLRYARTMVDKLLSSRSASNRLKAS
GLP-1R inv ag = inverse agonists of human GLP-1 receptor. P43220. HEK293 GLP-1R CRE-luciferase, luminescence, 24 h; GLP-1R form is constitutively active. Potency, µM (titrated, usually from 38.3 µM), for the others: at the top dose activity change, negative = inhibition, hits mostly inhibitors. actives 1.6% (n = 410,000); further: potency means the concentration at half of the fitted maximal effect; on the % scale 0 is the no-effect control and ±100 the full control effect; nearly all actives have a fitted effect of over 55% in size
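Using stably transfected HEK293 (constitutively active GLP-1R, cAMP-luciferase reporter), compounds were incubated 24 hr and luciferase measured by luminescence.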
IL2 activator = IL-2 activation | IL-2 activation reporter assay, cell-based qHTS; stimulated with anti-CD3/CD4/CD28 beads; in transgenic mouse T cells | activation, % (series mostly up to about 46 µM) | actives 0.065% (n = 360,000) | AID 652025; in the data active means activation above about 50%; inconclusive means mostly about 30% to 49%; further: 0% is about no effect
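EGFP and DsRed fluorescence is measured by plate cytometry in unstimulated transgenic mouse T cells exposed to compound for 60 minutes, then stimulated 18 hours at 37 degrees C with anti-CD3/anti-CD4 beads plus anti-CD28.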
PTHR1 ag = PTHR1 (human) receptor agonism | Potency, µM (series often up to 115 µM), for inactives: at the top dose activation, hits mostly activators | Q03431 | actives 0.075% (n = 410,000) | HEK293 GP2 PTHR1 cells, GloSensor cAMP luminescence, 1 h; further: potency means the concentration at half of the fitted maximal effect; nearly all actives have a fitted effect of over 55% in size; some results filed as inactive show a strong effect at the top dose; inactives centre near -15; many of its hits are not listed in these tables
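HEK-293-derived GP2 cells expressing PTHR1 and a GloSensor cAMP reporter, 3,000/well, plated overnight, given luciferin plus IBMX (each 0.5 mM as added) for 1 h at 37 °C, then compound for 1 h at 37 °C. Luminescence was read after 15 min at room temperature.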
* marks the source's active call; other numbers are inactive results; i = inactive; ? = inconclusive; . = not tested or not shown; [ ] = dose if it differs, or a comment. Unless noted, the call rests on the fitted dose curve; in most records, active means well fitted curve in the direction sought with a large enough effect; inconclusive means small, poorly fitted or top-dose-only effect, or another doubt; inactive means no such curve, though single readings can be large; an effect the other way counts as inactive or inconclusive. The list is partial; the hit share may differ from the screen's.

SMILES | GLP-1R agonist | GLP1R cytotox | EPAC1 antag | EPAC1 agonist | PI5P4Ka inh | PLK1 PBD block | GLP-1R inv ag | IL2 activator | PTHR1 ag
COc1cc2c(cc1OC)C(c1ccccc1)N(C(=O)c1cccc(S(C)(=O)=O)c1)CC2 (stereo not drawn) | 26.7% | 6.9% | -14.4% | -0.6% | 0.5 | -11.7% | 47.0%[activator] | -0.3 | i
N#Cc1cc([N+](=O)[O-])ccc1NCCN1CCOCC1 | 5.1% | 16.6% | -6.8% | 11.5% | 0.7 | -11.1% | 26.4% | 5.1 | i
O=C(CN1CCN(c2ccccn2)CC1)Nc1cccc(F)c1 | 16.7% | 1.8% | 15.4% | 0.4% | 0.4 | -10.7% | -5.3% | 0.2 | i
CCN1C(=O)CC2(C[N+]3(C)CCC2CC3)C1=O (stereo not drawn) | -0.8% | -2.0% | 2.1% | -10.9% | -4.0 | -1.2% | 4.5% | -1.7 | i
O=C(O)c1cccnc1Sc1ncnc2sc3c(c12)CCC3 | -0.9% | -3.8% | 14.0% | -7.9% | -26.9 | -7.7% | 8.3% | -1.3 | -9.9%
CN1CCN(CCn2c(=S)[nH]c3ccccc3c2=O)CC1 | 2.2% | -0.1% | -0.5% | 0.8% | -9.9 | 5.2% | -3.7% | 1.4 | -1.3%
CC1(C)Cc2nc3scc(NC(=O)c4ccccc4)c3cc2CO1 | 11.9% | -3.0% | -0.5% | 16.6% | 8.6 | 1.2% | 14.1% | 0.0 | -16.9%
COC(=O)c1cc(-c2ccc(S(=O)(=O)N3CCCC3)cc2)c(C(F)(F)F)s1 | 16.6% | 15.1% | -14.2% | -2.4% | 12.1 | -3.4% | ? | -0.3 | -6.0%
COc1ccc(N2C(=O)CC(NNC(=O)c3cc(C)oc3C)C2=O)cc1 (stereo not drawn) | 7.3% | 4.9% | -17.4% | -8.7% | -5.2 | -7.8% | 15.4% | -0.5 | -23.5%
CC(/C=C/c1ccccc1)=N/NC(=O)CNC(=O)c1ccc2c(c1)OCO2 | -3.8% | 7.5% | 0.0% | 14.8% | 1.1 | 1.0% | -15.7% | -0.3 | -24.8%[57.5 µM]
Cc1cc(C(=O)NCc2ccco2)cs1 | -12.6% | -6.7% | 0.4% | 5.8% | . | -6.9% | -4.4% | -0.9 | -15.6%[57.5 µM]
CC1CCCN(c2nc3c(c(=O)[nH]c(=O)n3C)n2Cc2ccccc2Cl)C1 (stereo not drawn) | -2.6% | 4.0% | ? | -9.2% | -7.2 | -12.0% | -9.8% | -2.5 | -13.2%
CN(C)c1ncnc2c1ncn2[C@H]1CN(CCN2CCOCC2)C[C@@H](CO)O1 | -4.4% | 3.0% | 3.7% | -4.1% | 1.1 | 6.3% | 7.4% | 0.2 | -17.1%
COc1ccc(N2CCN(CCNC(=O)Nc3cccc(C)c3C)CC2)cc1 | 1.3% | 1.2% | -9.0% | 1.1% | 0.2 | -10.7% | 5.1% | -0.9 | i
CCOC(=O)c1c(NC(=O)C(C)Sc2cn(CCNC(=O)c3ccc(OC)cc3)c3ccccc23)sc2c1CCC2 (stereo not drawn) | 0.3% | 2.4% | . | . | . | . | 8.1% | . | -35.8%[inhibitor]
CC(/C=C/c1ccco1)=N\NC(=O)CNc1ccc2ccccc2c1 | -0.2% | 5.6% | -8.8% | 0.0% | -23.8 | -6.9% | ? | -0.5 | i
CC1=C(C(=O)N2CCCCCC2)CC(CC(=O)NCCCN(C)C)C(=O)N1Cc1ccc(C(C)(C)C)cc1 (stereo not drawn) | . | . | 10.3% | 10.8% | 2.9 | . | . | 0.5 | -12.2%[57.5 µM]
CCSc1nc(=O)n(-c2ccccc2)c(C)c1C(C)=O | 2.5% | 3.6% | -1.6% | 6.1% | 1.9 | -1.4% | -24.0% | 1.7 | -13.0%
O=C(Cn1c(=O)oc2cc(S(=O)(=O)N3CCOCC3)ccc21)N1CCc2ccccc2C1 | -0.5% | -16.1% | -6.4% | -15.4% | 0.9 | 3.7% | 2.0% | -0.9 | i
CCn1c2ccccc2c2cc(NC(=O)N3CCOCC3)ccc21 | 7.5% | -7.8% | 3.2% | -3.4% | 0.0 | -1.2% | ? | -3.6 | i
COc1ccc(CNC(=O)C2CCCN2S(=O)(=O)c2ccc(C)cc2)cc1 (stereo not drawn) | 0.2% | 1.4% | -7.7% | -8.4% | -1.8 | -3.3% | 4.8% | 4.2 | i
CC(NC(=O)c1ccccc1[N+](=O)[O-])C1CC2CCC1C2 (stereo not drawn) | -10.4% | -0.6% | -9.7% | 7.1% | 0.3 | 5.7% | -9.7% | 2.4 | i
O=C(Cn1c(C(F)(F)F)nc2ccccc21)N/N=C/c1ccco1 | 15.6% | -2.2% | 10.4% | -2.2% | 2.5 | -1.5% | -22.4% | 0.2 | i
COc1ccccc1CNS(=O)(=O)c1ccc(-n2cnnn2)c(OC)c1 | 9.9% | -3.3% | -1.8% | 5.4% | 0.2 | -7.4% | 11.0% | 1.4 | 29.6%
COC(=O)c1scc(C)c1-n1ccc(C(=O)C(=O)N(C)C)c1 | 5.4% | 0.7% | 2.9% | -0.5% | -2.8 | 1.9% | 3.5% | 1.7 | i

Carrying on:
SMILES | GLP-1R agonist | GLP1R cytotox | EPAC1 antag | EPAC1 agonist | PI5P4Ka inh | PLK1 PBD block | GLP-1R inv ag | IL2 activator | PTHR1 ag
COc1ccc(OCCCC(=O)Nc2cc(S(=O)(=O)N3CCCCC3)ccc2C)cc1 | -5.2% | 2.2% | -9.2% | -1.6% | 0.9 | -10.9% | 5.62µM* | -0.7 | -64.2%[inhibitor]
O=C(c1ccccc1)N1CCN(c2ccc([N+](=O)[O-])c(NCC3CCCO3)c2)CC1 (stereo not drawn) | 12.7% | ? | -6.2% | 7.4% | -0.4 | -13.1% | 20.6% | -4.7 | i
CCOC(=O)CSC1=C(C#N)C(c2ccc(C)cc2)C2=C(CCCC2=O)N1 (stereo not drawn) | 1.2% | 49.2%[activator] | -9.0% | 0.8% | -11.9 | -0.6% | 4.6% | 0.8 | i
Cc1noc(C)c1C(=O)OC(C)C(=O)c1ccc(C(C)(C)C)cc1 (stereo not drawn) | -5.3% | 6.4% | -7.5% | 8.7% | 3.2 | 3.8% | 10.5% | -1.4 | -14.5%
O=[N+]([O-])c1cc(S(=O)(=O)N2CCCCC2)ccc1NCCN1CCOCC1 | -2.3% | 15.1%[0.307 µM] | -6.6% | 3.6% | -4.9 | -18.9% | -4.2%[0.307 µM] | -0.1 | i
Cc1ccc(NC(=O)CSc2nnc(COc3ccccc3F)n2N)cc1S(=O)(=O)N1CCOCC1 | -6.9% | -11.9% | -6.3% | 0.2% | 2.1 | -5.4% | 3.1% | -0.3 | -33.4%[inhibitor]
CCN(C(=O)COC(=O)c1ccccc1NCc1ccco1)c1c(N)n(Cc2ccccc2)c(=O)[nH]c1=O | -2.3% | -22.3% | -16.0% | 6.2% | 9.1 | 7.1% | ? | -0.1 | -10.5%
CC1Nc2nc(N(C)C)[nH]c(=O)c2NC1C (stereo not drawn) | -0.1% | 27.5% | -11.8% | -5.6% | -16.3 | ? | 11.8% | 0.0 | -23.7%
O=C(CSc1nnc(-c2ccncc2)n1Cc1ccccc1)NC1CCCCC1 | -0.2% | -2.8% | 0.2% | -7.7% | 4.5 | 3.5% | 12.3% | -3.8 | -10.1%
COc1ccc(S(=O)(=O)Nc2cc(C(=O)NCCC(C)C)ccc2N2CCOCC2)cc1 | -1.6% | 2.7% | 1.2% | 0.5% | . | -1.4% | 0.0% | -1.6 | -1.9%[57.5 µM]
Cc1onc(-c2ccccc2)c1C(=O)NCc1cccnc1 | -6.9% | -7.1% | ? | 0.0% | -0.5 | -7.3% | 12.9% | -0.1 | i
CC(=O)Nc1ccc(NC(=O)C(C)OC(=O)c2c(NC(C)=O)sc(C)c2C)cc1 (stereo not drawn) | -1.1% | -10.6% | -5.4% | 3.9% | 0.3 | 3.9% | 1.6% | -0.2 | -9.4%
C=CCn1c(SCc2csc(-c3ccc(Cl)cc3)n2)nnc1-c1ccccc1OC | -4.5% | -6.1% | -21.2% | 1.3% | 13.3 | -11.7% | ? | 1.6 | -36.3%[inhibitor]
CCc1nc2c(OCCOc3ccc(F)cc3)cccn2c1N(C=O)Cc1ccccc1 | 18.0% | 0.6% | -13.4% | -16.7% | -3.0 | -6.2% | ? | -0.9 | -5.0%
O=C(C#Cc1ccccc1)c1cccc([N+](=O)[O-])c1 | -23.2% | ? | -17.4% | 1.5% | 4.9 | 0.597µM* | ? | -0.6 | -30.0%
O=C(NCCSc1c[nH]c2ccccc12)c1ccco1 | 6.1% | -4.5% | 8.6% | 5.2% | -1.5 | -4.4% | 2.2% | -1.3 | -13.1%
COc1ccc2c(c1OC)C(=O)OC2Nc1ccccc1S(=O)(=O)C(F)F (stereo not drawn) | 20.2% | 10.1% | -2.6% | 8.4% | . | 4.1% | -11.6% | -0.4 | i
COc1ccc(/C=N/NC(=S)NCCc2ccccc2)cc1 | ? | ? | -7.0% | -3.6% | 7.9 | -9.3% | ? | -0.7 | -3.1%
COc1ccc(S(=O)(=O)Nc2ccccc2SC)cc1C | 11.1% | 3.5% | 1.9% | 9.3% | . | 0.2% | 0.0% | -1.7 | -78.0%[inhibitor]
COc1ccc(CN2CCN(c3ccccn3)CC2)c(OC)c1 | 2.8% | -3.5% | 1.4% | -4.3% | -2.2 | 3.4% | 0.0% | -0.1 | -25.3%

Reformatted as a markdown table: entries from further up
| Molecule | GLP-1R agonist | GLP1R cytotox | EPAC1 antag | EPAC1 agonist | PI5P4Ka inh | PLK1 PBD block | GLP-1R inv ag | IL2 activator | PTHR1 ag |
| --- | --- | --- | --- | --- | --- | --- | --- | --- | --- |
| O=[N+]([O-])c1cc(S(=O)(=O)N2CCCCC2)ccc1NCCN1CCOCC1 | -2.3% | 15.1%[0.307 µM] | -6.6% | 3.6% | -4.9 | -18.9% | -4.2%[0.307 µM] | -0.1 | i |
| Cc1ccc(NC(=O)CSc2nnc(COc3ccccc3F)n2N)cc1S(=O)(=O)N1CCOCC1 | -6.9% | -11.9% | -6.3% | 0.2% | 2.1 | -5.4% | 3.1% | -0.3 | -33.4%[inhibitor] |
